From PubChem
UTI89 phage lysis = inhibition of K1F phage lysis, E. coli UTI89, bacterial capsule biogenesis inhibitors, alamar blue (AID 488966) | E. coli UTI89 K1F phage lysis, alamar blue, 2 h; higher % means a stronger effect | one-dose inhibition, % at 100 µM; IC50 in µM for titrated hits | 0.02% of 340,000 active;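 active means phage lysis inhibition, versus mean bacterial control, above a set limit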;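 further: capsule biogenesis inhibitors block K1F phage lysis so surviving cells raise fluorescence; higher fluorescence means more inhibition of phage lysis; actives were called in the ten point dose series up to 300 µM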
Dengue-2 NS5 capping = flavivirus cap methylation enzyme inhibition – biochemical, confirmation dose response, primary screen (AID 588689) | Dengue-2 NS5 methyltransferase capping enzyme assay, biochemical; higher % means a stronger effect | 0.3% of 340,000 active | one-dose inhibition, % at 25 µM; IC50 in µM for titrated hits; in the data active means a potency from the dose series
NTR1 agonist = agonists of NTR1, primary screen, imaging, U2OS cells, beta-arrestin-GFP, high content (AID 493036); NTR1-U2OS beta-arrestin-GFP spot imaging, agonist mode; 0.17% of 330,000 active; activation, % at 20 µM;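 active means activation at or above 40% of the spot to cytoplasm intensity ratio, with at least 20 cells analyzed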;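 further: 0% = DMSO without peptide and 100% = 100 nM NTR1 peptide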
Target sequence (P30989 whole entry, looked up): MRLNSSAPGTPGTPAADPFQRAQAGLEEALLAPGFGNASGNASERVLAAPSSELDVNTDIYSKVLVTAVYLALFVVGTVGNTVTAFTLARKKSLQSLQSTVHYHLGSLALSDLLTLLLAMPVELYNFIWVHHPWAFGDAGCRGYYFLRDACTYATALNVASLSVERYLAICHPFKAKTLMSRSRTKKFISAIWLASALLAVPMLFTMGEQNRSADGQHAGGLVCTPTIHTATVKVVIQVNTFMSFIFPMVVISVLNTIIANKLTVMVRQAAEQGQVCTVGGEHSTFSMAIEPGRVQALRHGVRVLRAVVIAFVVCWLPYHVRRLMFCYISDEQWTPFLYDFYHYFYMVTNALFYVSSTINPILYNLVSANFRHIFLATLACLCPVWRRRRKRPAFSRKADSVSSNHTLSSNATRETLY
NTR1 agonist cell count 20 µM = further read-out of NTR1 agonist, marked with its call; cell count; measured here: cell count, cytotoxicity flag
Dengue-2 NS5 capping pilot replicate = second read-out of Dengue-2 NS5 capping, no call of its own (marks repeat the call); inhibition, %; measured here: pilot screen replicate inhibition
Active calls of the source: *; [ ] = remark or other dose. These rows are one share of the data; the hit share may differ from the screen's.

SMILES | UTI89 phage lysis | Dengue-2 NS5 capping | NTR1 agonist | NTR1 agonist cell count 20 µM | others
CC(C)=CCC/C(C)=C/CNC(=O)C[C@H]1C[C@H](C(=O)N2CCCCC2)[C@@]2(C)c3[nH]c4ccc(Cl)cc4c3CCN2C1=O | -0.4% | -6% | -0.9 | 53
O=C(Nc1ccc(Cl)c(S(=O)(=O)N2CCOCC2)c1)c1cc(=O)[nH]c2ccccc12 | 0.6%[50 µM] | -1% | -0.7 | 53
CCCN(Cc1nnc(-c2cccs2)o1)C(=O)c1cccc(S(=O)(=O)N2CCOCC2)c1 | 0.6%[50 µM] | 2% | -0.2 | 61
COc1ccc(NC(=O)CSc2ccc3c(c2)OCCO3)cc1S(N)(=O)=O | 0.5% | 3% | -2.1 | 51
COc1ccc(CNC(=O)COC(=O)c2cc3ccccc3cc2O)cc1OC | 0.6%[50 µM] | 0% | 2.4 | 57
O=C(CN1CCN(S(=O)(=O)c2ccccc2F)CC1)Nc1ccnn1C1CCCC1 | 0.0%[50 µM] | -5% | 2.4 | 59
Cc1ccc(CN(C)C(=O)COC(=O)CSc2cc(C)c3ccccc3n2)cc1 | 0.0%[50 µM] | -8% | 1.4 | 60
CC(=O)c1ccc(OCCCC(=O)Nc2ccc(C)c(S(=O)(=O)N3CCCCC3)c2)cc1 | 0.3%[50 µM] | -3% | 1.5 | 56
CC(C)NC(=O)N(C)C[C@H]1Oc2ccc(NS(=O)(=O)c3ccc(F)cc3)cc2C(=O)N([C@H](C)CO)C[C@@H]1C | 1.3% | -4% | -1.0 | 51
COc1ccc(N2CCN(C(=O)CSc3nnnn3C3CC3)CC2)cc1 | 0.6%[50 µM] | -6% | -2.4 | 47
O=c1cc(-c2ccc(O)c(O)c2)oc2cc(O[C@@H]3O[C@H](CO)[C@@H](O)[C@H](O)[C@H]3O)cc(O)c12 | 2.2% | 1% | -1.5 | 54
Cc1ccc(-n2nnnc2SCC(=O)c2c(N)n(C3CC3)c(=O)[nH]c2=O)c(C)c1 | 0.9%[50 µM] | -4% | 4.9 | 74
CC(=O)c1ccc(OCCCC(=O)Nc2cc(S(=O)(=O)N3CCCCC3)ccc2C)cc1 | -0.4%[50 µM] | 1% | -0.5 | 61
O=C(Cc1ccc(S(=O)(=O)N2CCOCC2)s1)Nc1cc(C(F)(F)F)ccc1N1CCCC1 | -0.4%[50 µM] | -5% | 1.2 | 48
CN(CC(=O)Nc1ccccc1Br)C(=O)CN1CCN(c2ccccc2Cl)CC1 | 0.6%[50 µM] | -10% | -0.3 | 69
COc1ccc(NC(=S)Nc2ccc(F)cc2)c(OC)c1 | 1.2% | -1% | -1.3 | 61
CN(CC(=O)Nc1ccc(S(=O)(=O)N2CCOCC2)cc1)Cc1ccc(F)cc1 | 0.7%[50 µM] | 2% | 1.2 | 78
C=CCN(c1ccccc1OC)S(=O)(=O)c1cccc(C(=O)NCc2cccs2)c1 | 3.4%[50 µM] | -2% | 3.1 | 73
CC(C)CCC1(C)NC(=O)N(CC(=O)Nc2ccc3c(c2)OCCO3)C1=O (configuration not stated) | 0.1%[50 µM] | -7% | -1.3 | 61
O=C(NCCCN1CCCC1=O)c1c(O)nc2sccn2c1=O | 1.5%[50 µM] | -1% | 0.9 | 63
O=C(COC(=O)[C@@H]1CC(O)CN1S(=O)(=O)c1ccc(Cl)cc1)NC(=O)NCc1ccccc1 (some centres not stated) | 1.0%[50 µM] | -3% | 1.0 | 50
COc1ccc2c3n([n+]([O-])c2c1)CCN=C3c1ccc(C)cc1 | 0.9% | -4% | -1.4 | 89
O=C(C[C@H]1C[C@H](C(=O)N2CCOCC2)[C@@]2(CCC3CCCC3)c3[nH]c4cc(-c5ccco5)ccc4c3CCN2C1=O)NCC12CC3CC(CC(C3)C1)C2 | 0.0% | -2% | 3.7 | 47
Cc1ccc(OCCCC(=O)NNC(=O)c2ccccn2)cc1 | -0.6% | 2% | 1.7 | 53
COc1ccc(-c2cc(C(=O)N3CC(C)CC(C)C3)c3ccccc3n2)cc1 (configuration not stated) | 1.3%[50 µM] | -1% | 1.0 | 47
C=C[C@H]1C(O[C@@H]2O[C@H](CO)[C@@H](O)[C@H](O)[C@H]2O)OC=C2C(=O)N3CCc4cc(OC)c(O)cc4[C@H]3C[C@H]21 (some centres not stated) | -3.2% | -5% | 8.7 | 55
CC(O)c1cc2c(s1)c1cnn(Cc3ccccc3F)c(=O)c1n2C (configuration not stated) | 0.3% | -5% | 0.8 | 61
C=C1c2cccc(OC)c2O[C@H](C(=O)OCC)[C@@H]1CCCCCC | 0.2% | 5% | 4.8 | 63 | Dengue-2 NS5 capping pilot replicate=1.5
COC(=O)C1=C(C)NC(C)=C(C(=O)O[C@@H]2CCCN(Cc3ccccc3)C2)[C@@H]1c1cccc([N+](=O)[O-])c1 | 1.7% | -4% | 17 | 60
Nc1cc(C(=O)OCC(=O)NNC(=O)c2ccccc2F)ccc1Cl | 0.4% | 11% | 0.7 | 62
Cc1cccc(C(=O)NCC(=O)NC(C)c2ccc(-n3ccnc3)cc2)c1 (configuration not stated) | 0.9%[50 µM] | 0% | -1.5 | 75
Clc1ccc(-n2ncc3c(NCc4cccs4)ncnc32)cc1 | -0.2% | -4% | -0.5 | 106
COc1ccc(N2CC(C(=O)N3CCC(c4nc5ccccc5[nH]4)CC3)CC2=O)cc1 (configuration not stated) | 0.6%[50 µM] | 1% | 0.5 | 57
CCCSc1ccc([C@H]2N[C@@](CC(C)C)(C(=O)OC)[C@H]3C(=O)N(C)C(=O)[C@@H]23)cc1 | 0.3% | -4% | -0.2 | 91
Cc1nnc(SCCn2c(N3CCC(C)CC3)nc3c2c(=O)n(C)c(=O)n3C)s1 | 2.8% | 4% | 1.9 | 46
CC(Sc1nnc(-c2ccco2)n1C)C(=O)Nc1nccs1 (configuration not stated) | 1.1%[50 µM] | -4% | -0.3 | 53
CN(Cc1ccc(Cl)s1)C(=O)CSc1nnc(C2CC2)n1C1CC1 | 0.9%[50 µM] | -14% | 0.8 | 52
O=C(CN1CCN(c2cccc(C(F)(F)F)c2)CC1)N(C1CC1)C1CCS(=O)(=O)C1 (configuration not stated) | 0.0%[50 µM] | 1% | 9.3 | 56
Cn1nnnc1Sc1ncnc2scc(-c3ccccc3C(F)(F)F)c12 | 1.4% | 8% | 3.5 | 67
CC(OC(=O)c1cc(=O)[nH]c2ccccc12)C(=O)NC1CCCCC1C (configuration not stated) | 0.8%[50 µM] | -8% | -0.9 | 49
CN(Cc1ccccc1)C(=O)COC(=O)c1ccccc1SCC(=O)N1CCCC1 | 1.2%[50 µM] | -4% | -0.7 | 48
COc1cc(OC)cc(C(=O)NCC(=O)N2CCN(S(=O)(=O)c3ccccc3F)CC2)c1 | 0.4%[50 µM] | 3% | -2.5 | 56
COc1cccc(NC(=O)CN(C)C(=O)c2ccc(OCC3CCCO3)cc2)c1 (configuration not stated) | 1.8%[50 µM] | -11% | -0.1 | 64
CCN(CC(=O)Nc1ccc(NC(C)=O)cc1)C(=O)Cc1coc2cc(C)c(C)cc12 | 0.8%[50 µM] | -4% | -0.1 | 59
Cc1cc(C)cc(C(=O)NCC(=O)OCC(=O)NC2CCCc3ccccc32)c1 (configuration not stated) | 0.2% | 6% | -1.3 | 61

3 structures out of the list, sorted by count of non-hydrogen atoms, falling:
SMILES | UTI89 phage lysis | Dengue-2 NS5 capping | NTR1 agonist | NTR1 agonist cell count 20 µM | others
O=C(C[C@H]1C[C@H](C(=O)N2CCOCC2)[C@@]2(CCC3CCCC3)c3[nH]c4cc(-c5ccco5)ccc4c3CCN2C1=O)NCC12CC3CC(CC(C3)C1)C2 | 0.0% | -2% | 3.7 | 47
CN(CC(=O)Nc1ccc(S(=O)(=O)N2CCOCC2)cc1)Cc1ccc(F)cc1 | 0.7%[50 µM] | 2% | 1.2 | 78
COc1ccc(NC(=O)CSc2ccc3c(c2)OCCO3)cc1S(N)(=O)=O | 0.5% | 3% | -2.1 | 51

Remaining list, next part
SMILES | UTI89 phage lysis | Dengue-2 NS5 capping | NTR1 agonist | NTR1 agonist cell count 20 µM | others
CSCCC(NC(=O)c1ccc(Cl)cc1Cl)C(=O)OC1CCCCC1=O (configuration not stated) | 0.3%[50 µM] | 0% | 0.3 | 54
CC[C@]12c3[nH]c4ccccc4c3CCN1C(=O)C(CC(=O)NCCN1CCOCC1)C[C@@H]2C(=O)N1CCN(C(=O)C2CC2)CC1 (some centres not stated) | 0.4% | -4% | -1.4 | 50 | Dengue-2 NS5 capping pilot replicate=-1.8
Nc1nc(OCc2ccccc2)c2[nH]cnc2n1 | -0.9% | -4% | 1.7 | 57
CCCCn1c(N)c(N(CCOC)C(=O)c2oc3ccc(OCC)cc3c2C)c(=O)[nH]c1=O | 0.5%[50 µM] | 1% | 0.4 | 49
CCC(CO)Oc1cc(NCc2ccccc2OC)c2ncn(C(C)C)c2c1 (configuration not stated) | 0.5% | 11% | 0.2 | 56
O=C(CN1C(=O)c2ccccc2C1=O)OCC(=O)N1CCCCC1 | 0.3% | 0% | -0.7 | 48
Cc1nc2ccc(NS(=O)(=O)c3ccc(F)c(F)c3)cc2s1 | 0.3%[50 µM] | -4% | -2.0 | 46
COc1ccc(N[C@@H]2CCN3C(=O)c4ccccc4[C@@H]3C[C@H]2O)cc1 | 0.1% | 4% | 0.9 | 51 | Dengue-2 NS5 capping pilot replicate=8.2
O=C(CNC(=O)C12CC3CC(CC(C3)C1)C2)OCc1ccc(F)cc1Cl | 0.2%[50 µM] | -9% | 0.9 | 63
O=S(=O)(Nc1cccc(S(=O)(=O)N2CCCC2)c1)c1ccc(F)cc1 | 1.0%[50 µM] | 0% | -0.9 | 45
C#CCOCCOCCOCCNc1nc(N2CCN(C(=O)CCCCCCCCCCNC(=O)[C@@H](CCC(=O)O)n3cc(CCCCCN)nn3)CC2)nc(N2CCN(C(=O)CCCCCCCCCCNC(=O)[C@H](CO)n3cc(CCCCCN)nn3)CC2)n1 | 0.5% | -2% | 0.5 | 78
COc1cccc2sc(N3CCN(C(=O)c4ccco4)CC3)nc12 | 0.5%[50 µM] | -6% | 1.7 | 53
COc1ccccc1NCCC(=O)OCC(=O)Nc1ccccc1F | 0.0%[50 µM] | 3% | 1.4 | 51
COc1ccc(CCNC(=O)COC(=O)c2cc(S(=O)(=O)N3CCOCC3)ccc2C)cc1OC | -2.0% | -6% | 1.7 | 43
O=C(COC(=O)C1=NN(c2ccccc2)C(=O)CC1)NCc1ccccc1Cl | 1.3%[50 µM] | -9% | 0.9 | 47

Retrieved by structure from the list above, 5 records:
SMILES | UTI89 phage lysis | Dengue-2 NS5 capping | NTR1 agonist | NTR1 agonist cell count 20 µM | others
COc1ccccc1NCCC(=O)OCC(=O)Nc1ccccc1F | 0.0%[50 µM] | 3% | 1.4 | 51
O=C(CNC(=O)C12CC3CC(CC(C3)C1)C2)OCc1ccc(F)cc1Cl | 0.2%[50 µM] | -9% | 0.9 | 63
CSCCC(NC(=O)c1ccc(Cl)cc1Cl)C(=O)OC1CCCCC1=O (configuration not stated) | 0.3%[50 µM] | 0% | 0.3 | 54
CCCCn1c(N)c(N(CCOC)C(=O)c2oc3ccc(OCC)cc3c2C)c(=O)[nH]c1=O | 0.5%[50 µM] | 1% | 0.4 | 49
Cc1nc2ccc(NS(=O)(=O)c3ccc(F)c(F)c3)cc2s1 | 0.3%[50 µM] | -4% | -2.0 | 46

Following part.
SMILES | UTI89 phage lysis | Dengue-2 NS5 capping | NTR1 agonist | NTR1 agonist cell count 20 µM | others
C#CCOCCOCCOCCNc1nc(N2CCN(C(=O)CCCCCCCCCCNC(=O)[C@H]([C@@H](C)CC)n3cc(CCCCCN)nn3)CC2)nc(N2CCN(C(=O)CCCCCCCCCCNC(=O)[C@H](CCCCN)n3cc(CCCC(=O)O)nn3)CC2)n1 | -3.0% | -6% | 1.2 | 105
CCCCN(C(=O)c1cccc(S(=O)(=O)N(C)c2ccc(C)cc2)c1)c1c(N)n(CCCC)c(=O)[nH]c1=O | 0.5%[50 µM] | -4% | 0.4 | 66
Nc1c(N(CCC2=CCCCC2)C(=O)COc2ccc(F)cc2)c(=O)[nH]c(=O)n1Cc1ccccc1 | 0.1%[50 µM] | -3% | 1.3 | 77
O=C(COC(=O)Cc1cccc(F)c1)NC(=O)NC1CCCCC1 | 0.5%[50 µM] | -1% | -0.2 | 60
N#CCSc1ccccc1NC(=O)COC(=O)CCN1C(=O)C2CC=CCC2C1=O (configuration not stated) | 0.4%[50 µM] | 11% | -0.4 | 41
O=C(COC(=O)[C@H](Cc1ccccc1)NC(=O)c1ccco1)Nc1ccccc1 | 0.3%[50 µM] | 1% | 4.7 | 59
FC(F)(F)c1ccc2c3n(nc2c1)CCN=C3c1ccc(Cl)cc1 | 6.7% | -13% | 12 | 56
O=C(Nc1ccc(S(=O)(=O)N2CCCCC2)cc1)c1cccnc1Cl | 0.0%[50 µM] | -9% | 0.6 | 65
CC(NS(=O)(=O)c1cc2c3c(c1)CCC(=O)N3CCC2)c1ccccc1 (configuration not stated) | 1.4%[50 µM] | 1% | -0.5 | 54
